# DRD3 agonist – qHTS of D3 Dopamine Receptor Agonist: qHTS. D(3) dopamine receptor (Homo sapiens), P35462. D3R DiscoveRx beta-arrestin cells, luminescence, 90 min. 410,000 tested, 0.58% active. max activation, %; in the data active means max activation above about 30%; further: 0% is about no effect; mostly tested at two doses, the higher about 12 µM
#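 Cells at 1500/well, incubated overnight, then treated with pinned compounds (dopamine as control) for 90 min at 37 degrees C. DiscoveRx reagent added for 30 - 60 minutes at room temperature; luminescence read.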
# DRD3 antagonist – qHTS of D3 Dopamine Receptor Antagonist: qHTS | AID 652054, 2013 | D(3) dopamine receptor (Homo sapiens), P35462 | D3R cells, DiscoveRx beta-arrestin luminescence, antagonist mode; hits give low values | max response, negative = inhibition, % | 360,000 tested, 2.5% active; in the data active means max response below about -50%; inconclusive means no clear call, values can overlap the other calls; further: on the % scale 0 is the no-effect control and ±100 the full control effect; mostly tested at two doses, the higher about 12 µM
#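 Cells plated overnight at 1500 cells/well, then exposed to library compounds with dopamine controls for 90 minutes at 37 degrees C. DiscoveRx reagent added for 30–60 minutes at room temperature; luminescence read, quantitative HTS format.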
# WRN helicase inh – qHTS for Inhibitors of WRN Helicase. WRN helicase unwinding, fluorescent forked duplex, kinetic. Potency, µM (titrated, usually from 114 µM), without a hit: at the top dose activity change, negative = inhibition, most hits filed as inhibitors. 360,000 tested, 0.46% active. AID 651768, 2012; further: potency means the concentration at half of the fitted maximal effect; on the % scale 0 is the no-effect control and ±100 the full control effect; nearly all actives have a fitted effect of over 55% in size
#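 Fluorescence dequenching readout, ex 525 nm/em 598 nm, kinetic mode: forked duplex DNA (100 nM final) with adjacent fluorophore and quencher unwound by WRN (20 nM final) with 2 mM ATP. Compound preincubation 15 min, room temperature.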
# PLK1 PBD block – qHTS for Inhibitors of PLK1-PDB (polo-like kinase 1 - polo-box domain): Primary Screen | Serine/threonine-protein kinase PLK1 (Homo sapiens), P53350 | Plk1 PBD binding of FITC phosphopeptide, fluorescence polarization | Potency, µM, inactives show max response, negative = inhibition, hits mostly inhibitors | 360,000 tested, 2.8% active; further: potency means the concentration at half of the fitted maximal effect; series mostly up to about 57 µM; on the % scale 0 is the no-effect control and ±100 the full control effect; nearly all actives have a fitted effect of over 65% in size
# Target sequence (P53350 whole entry, looked up, the tested form may be a part): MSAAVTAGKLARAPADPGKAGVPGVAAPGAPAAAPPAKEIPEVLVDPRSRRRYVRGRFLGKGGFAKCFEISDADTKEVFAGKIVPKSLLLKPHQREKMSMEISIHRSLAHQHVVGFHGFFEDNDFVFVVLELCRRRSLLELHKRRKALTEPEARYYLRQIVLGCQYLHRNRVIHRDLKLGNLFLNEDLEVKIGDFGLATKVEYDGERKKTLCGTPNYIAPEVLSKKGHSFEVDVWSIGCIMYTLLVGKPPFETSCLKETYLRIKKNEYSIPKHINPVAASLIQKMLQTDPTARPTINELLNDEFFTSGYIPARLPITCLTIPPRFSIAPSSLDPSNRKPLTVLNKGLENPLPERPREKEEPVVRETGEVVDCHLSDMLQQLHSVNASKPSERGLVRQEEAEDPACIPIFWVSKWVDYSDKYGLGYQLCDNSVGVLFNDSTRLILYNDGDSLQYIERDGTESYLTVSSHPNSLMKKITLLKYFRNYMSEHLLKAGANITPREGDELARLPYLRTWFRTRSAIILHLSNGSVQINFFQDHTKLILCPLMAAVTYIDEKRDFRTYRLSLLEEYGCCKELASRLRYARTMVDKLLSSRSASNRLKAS
# HEK293 tox – qHTS of GLP-1 Receptor Inverse Agonists: Cytotox Screen; Potency, µM (series often up to 38.3 µM), for the others: at the top dose activity change, negative = inhibition, hits mostly inhibitors; AID 624418, 2012; HEK293 cAMP-luciferase reporter cells, luminescence, 24 h; 410,000 tested, 0.13% active;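 further: loss of luciferase light is scored as toxicity; potency means the concentration at half of the fitted maximal effect; on the % scale 0 is the no-effect control and ±100 the full control effect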
#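 Cells in DMEM/10% Nu serum/1% pen-strep, 1536-well format. Pre-incubated 12 h, dosed with 23 nL compound, incubated a further 24 h. Luciferase detection, 12 min at room temp, luminescence.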
# PI5P4Ka inh – qHTS for Inhibitors of phosphatidylinositol 5-phosphate 4-kinase (PI5P4K) | 330,000 tested, 1.2% active | Phosphatidylinositol 5-phosphate 4-kinase type-2 alpha (Homo sapiens), P48426 | max response, % | PI5P4Kalpha enzyme, ADP-Glo luminescence, 60 min; hits give low values; active means max response of -50% or lower; inconclusive means between -30% and -50%; inactive means -30% or higher; further: value at the top dose of about 77 µM; on the % scale 0 is the no-effect control and ±100 the full control effect
#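 Reactions run in 0.038 M HEPES pH 7.4, 0.28 mM EGTA, 0.1% CHAPS and 5% DMSO, with PI5P4Kalpha, substrate, compound and 5 microM ATP final, one hour at room temperature. Readout is ADP-Glo luminescence.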
# GLP-1R agonist – qHTS of GLP-1 Receptor Agonists; Glucagon-like peptide 1 receptor (Homo sapiens), P43220; HEK293 GLP-1R CRE-luciferase, luminescence, 4-6 h; cells express a hypersensitive GLP-1R form; Potency, µM (doses to about 45.6 µM), inactives show top-dose activation, usual class: activators; 380,000 tested, 0.007% active; further: potency means the concentration at half of the fitted maximal effect; % of control where 0% means no effect
# Target sequence (P43220 whole entry, looked up): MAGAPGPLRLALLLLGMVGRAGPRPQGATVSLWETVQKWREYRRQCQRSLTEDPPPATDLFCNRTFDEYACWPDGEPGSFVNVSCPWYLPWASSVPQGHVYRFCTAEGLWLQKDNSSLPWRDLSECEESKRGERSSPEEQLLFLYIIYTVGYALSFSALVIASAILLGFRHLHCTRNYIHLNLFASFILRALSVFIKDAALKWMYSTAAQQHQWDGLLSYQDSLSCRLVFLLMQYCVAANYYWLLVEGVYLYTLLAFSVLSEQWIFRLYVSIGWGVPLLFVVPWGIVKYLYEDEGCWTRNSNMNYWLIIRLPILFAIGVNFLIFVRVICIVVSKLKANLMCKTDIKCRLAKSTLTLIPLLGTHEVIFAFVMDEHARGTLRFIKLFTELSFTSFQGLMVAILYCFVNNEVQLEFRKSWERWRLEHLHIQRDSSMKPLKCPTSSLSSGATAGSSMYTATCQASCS
# GLP-1R inv ag – qHTS of GLP-1 Receptor Inverse Agonists (Inhibition Mode); Glucagon-like peptide 1 receptor (Homo sapiens), P43220; HEK293 GLP-1R CRE-luciferase, luminescence, 24 h; GLP-1R form is constitutively active; Potency, µM (series often up to 38.3 µM), without a hit: top-dose activity change, negative = inhibition, usual class: inhibitors; 410,000 tested, 1.6% active; further: potency means the concentration at half of the fitted maximal effect; on the % scale 0 is the no-effect control and ±100 the full control effect; nearly all actives have a fitted effect of over 55% in size
#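 HEK293 cells stably co-expressing constitutively active GLP-1R and a cAMP-responsive luciferase reporter were seeded in DMEM with 10% Nu serum, given compounds after 12 h, and incubated 24 h at 37 deg C. Luminescence was then read.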
# IL2 activator – qHTS of IL-2 Activators; IL-2 activation reporter assay, cell-based qHTS; stimulated with anti-CD3/CD4/CD28 beads; in transgenic mouse T cells; activation, % (series mostly up to about 46 µM); 360,000 tested, 0.065% active; AID 652025, 2013; in the data active means activation above about 50%; inconclusive means mostly about 30% to 49%; further: 0% is about no effect
#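 Unstimulated transgenic mouse T cells preincubated 60 min with compound, then stimulated with anti-CD3/anti-CD4-coated beads plus anti-CD28 for 18 h at 37 degrees C. IL-2 response read as EGFP and DsRed fluorescence by plate cytometry.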
# * marks the source's active call; other numbers are inactive results; ? = inconclusive; . = no result given; & = joins results of further samples; [ ] = dose if it differs, or a comment. Unless noted, the call rests on the fitted dose curve; in most records, active means well fitted curve in the direction sought with a large enough effect; inconclusive means small, poorly fitted or top-dose-only effect, or another doubt; inactive means no such curve, though single readings can be large; an effect the other way counts as inactive or inconclusive. Hits appear at their usual frequency. Share with any hit: about 7.8%.
SMILES,DRD3 agonist,DRD3 antagonist,WRN helicase inh,PLK1 PBD block,HEK293 tox,PI5P4Ka inh,GLP-1R agonist,GLP-1R inv ag,IL2 activator
CCOC(=O)C1CCN(C(=O)C2CCC(=O)N(CC3CCCCC3)C2)CC1 (configuration not stated),6,3,-4%,-3%,-5%,-1,-1%,9%,-2.6
O=C(N/C(=C/c1ccccc1Cl)C(=O)N1CCCC1)c1ccccc1,-1,-16,-7%,-28%,-3%,8,3%,-17%,1.0
CC(C)C1C(=O)N(Cc2cn(CCC3OCCO3)nn2)CCS(=O)(=O)N1Cc1ccc(-c2cccc(CO)c2)cc1 (configuration not stated),-3,3,3%,0%,-7%,4,4%,2%,-1.2
O=C(c1ccccc1Sc1c(Cl)cccc1[N+](=O)[O-])N1CCOCC1,-1,-6,9%,-16%,17%,-10,4%,10%,1.1
CC(C)(C)c1ccc(S(=O)(=O)NC(=O)C2(C)CCN2C(=O)Cc2ccc(-c3ccccc3)cc2)cc1 (configuration not stated),-9,0,-4%,?,2%,0,-6%,?,0.8
CC1(C)C(=O)NCCN1C(=O)CCC(=O)O,7,11,1%,3%,-7%,.,-1%,5%,-1.5
Cc1nc(NC(=O)C2CC2)sc1C(=O)NC1CCCCC1,6,15,-10%,-3%,7%,0,5%,12%,-0.4
CC(=O)Nc1ccc(NC(=O)CN(C)CCC#N)cc1,-2,19,8%,-7%,3%,.,-8%,8%,-0.7
CSc1ccccc1NC(=S)Nc1cc(C)cc(C)c1,1,?,-8%,-10%,?,-4,-2%,?,-1.7
CC1CN(S(=O)(=O)c2cc(C(=O)NC(C)c3cccnc3)ccc2Cl)CC(C)O1 (configuration not stated),-2,-19,?,-16%,-12%,5,1%,5%,2.5
CC(=O)Nc1ccccc1NC(=O)c1ccc(C)cc1C,-3,-10,12%,?,-2%[7.66 µM],1,7%,-16%[7.66 µM],0.2
S=C(Nc1cccc(Cl)c1)Nc1ccc2c(c1)OCCO2,3,4,5%,-10%,-8%,0,4%,-6%,-2.5
O=C(O)CC(Cc1ccccc1)c1ccc2c(c1)OCO2 (configuration not stated),-4,13,2%,-4%,16%,10,1%,-6%,-0.2
CC(=O)Nc1ccc(NC(=O)CSc2ccc(-c3cccs3)nn2)cc1,-15,-29,-8%,-19%,6%,-13,-3%,17%,-1.6
O=C(COc1ccc(C(=O)c2ccccc2)cc1)NCC1CCCCC1,-2,1,-28%,-8%,1%,-3,8%,?,-3.4
COc1ccc(CCN2C(=O)CC(NNC(=O)c3ccccc3Br)C2=O)cc1OC (configuration not stated),3,2,5%,0%,-4%,-9,1%,18%,0.3
CCn1nc(C)c(CNC(=O)c2cc(COc3cncc(Cl)c3)on2)c1C,4,15,2%,24µM*,-6%,?,7%,-19%,-3.0
Cc1cc(C)c(S(=O)(=O)c2ccccc2C(C)C)c(=O)[nH]1,15,-21,8%,4%,-1%,-8,-1%,7%,-1.3
CC(C)C(=O)NC(=S)Nc1ccc(S(=O)(=O)NC(C)(C)C)cc1,3,10,-2%,-5%,-4%,3,6%,-14%,1.4
CNc1nc(OCCNC(=O)Nc2ccccc2)nc(N2CCOCC2)n1,11,27,-5%,0%,-18%,.,8%,0%,-1.9

# Compound profiles (already shown). Values in the order: DRD3 agonist | DRD3 antagonist | WRN helicase inh | PLK1 PBD block | HEK293 tox | PI5P4Ka inh | GLP-1R agonist | GLP-1R inv ag | IL2 activator
# `CC(=O)Nc1ccccc1NC(=O)c1ccc(C)cc1C` in the list: -3 | -10 | 12% | ? | -2%[7.66 µM] | 1 | 7% | -16%[7.66 µM] | 0.2
# `Cc1nc(NC(=O)C2CC2)sc1C(=O)NC1CCCCC1` in the list: 6 | 15 | -10% | -3% | 7% | 0 | 5% | 12% | -0.4

# Going on with the list.
SMILES,DRD3 agonist,DRD3 antagonist,WRN helicase inh,PLK1 PBD block,HEK293 tox,PI5P4Ka inh,GLP-1R agonist,GLP-1R inv ag,IL2 activator
c1ccc(C2=Nn3c(nnc3-c3cccnc3)SC2)cc1,1,14,-10%,1%,9%,.,25%,0%,0.9
O=C(O)CCCC(=O)N1CCC(C(O)(c2ccccc2)c2ccccc2)CC1,-1,0,3%,2%,-5%[0.307 µM],-9,-2%,6%[0.307 µM],0.5
O=C(COc1ccc(F)cc1)Nc1ccc2c(c1)OCCO2,0,0,5%,-21%,2%,7,-3%,0%,-2.1
CCOc1ccccc1NC(=O)CCNS(=O)(=O)c1cccc2nonc12,20&7,4,-7%,-3%,0%&-7%,-5,14%&-1%,-10%&4%,2.2
COC(=O)C1CCN(C(=O)COc2ccc(N(C)S(=O)(=O)c3ccc(C)cc3)cc2)CC1,1,-28,5%,-15%,0%,5,-8%,12%,0.6
Cc1cccc(N2C(=O)C(Cc3ccccc3)NC2=S)c1 (configuration not stated),-1,3,-3%,-5%,4%,18,2%,?,-0.2
CN(C)CCCNc1nc2cc(-c3ccc4c(ccn4C)c3)sc2c(=O)n1C,-19,0,?,-13%,15%,-13,13%,-24%,2.5
O=C(NCCN1CCC(n2c(=O)[nH]c3ccccc32)CC1)C(c1ccccc1)c1ccccc1,-16,-78*,-8%,-7%,-6%,-5,-6%,?,-0.5
Cc1c(NC(=O)C(C)SC(=S)N2CCCC2)c(=O)n(-c2ccccc2)n1C (configuration not stated),3,6,4%,1%,-1%,2,-5%,-6%,0.9
O=C1/C(=C/c2ccncc2)SC(=S)N1N1CCOCC1,14,-3,-19%,?,1%,-12,-6%,17%,3.4
COc1ccccc1CCN1CCCC(CN(C)C(=O)CCC(=O)N(C)C)C1 (configuration not stated),-2,8,-3%,-13%,-2%,0,-6%,14%,-2.4
COc1ccc(OCCCC(=O)NCc2ccco2)cc1,7,3,-8%,-7%,-24%,.,-3%,15%,-1.1
O=C(O)c1ccccc1/C=N/Nc1ccc(S(=O)(=O)N2CCOCC2)cc1[N+](=O)[O-],0,?,-20%,-11%,-20%,-6,-1%,12%,0.4
COC(=O)COc1cccc(NC(=O)c2cccc(C)c2)c1,7,-1,-1%,-3%,-12%,8,12%,12%,-1.9
CCSc1c(-c2ccccc2)nc2c(C)cccc2c1C(=O)O,5,1,1%,-3%,-9%,-2,-16%,-9%,-0.1
Cc1cccc(Nc2nc(-c3ccc(F)cc3)cs2)n1,3,-17,-3%,-21%,6%,24,1%,?,-1.1
Cc1[nH]cnc1C(=O)N/N=C/c1ccc([N+](=O)[O-])s1,30,-16,2%,-12%,?,-21,13%,-19%,0.4
CSC1=C(C#N)C(c2ccccc2Cl)C(C(C)=O)=C(C)N1 (configuration not stated),-2,42,-12%,-9%,-12%,.,6%,-22%,0.4
CCn1c(C)cc(C(=O)COC(=O)c2ccccc2[N+](=O)[O-])c1C,1,0,3%,3%,-25%,-12,-62%[inhibitor],-75%,-4.4
CCc1ccc(C(=O)Nn2c(C)nc3ccccc3c2=O)cc1,4,8,4%,-8%,15%,-8,-2%,-2%,4.0
Cn1cc(CN2CCC[C@H]2CO)c(-c2cccc(Cl)c2)n1,3,4,3%,-9%,2%,2,2%,4%,-0.5
O=C(NCc1cccs1)C(=O)NCC(c1ccco1)N1CCN(c2ccc(F)cc2)CC1 (configuration not stated),5,0,-7%,0%,0%,4,8%,?,-3.5
c1ccc2c(COn3nnc4ccccc43)cccc2c1,-13,-15,0%,-7%,-16%,.,8%,0%,-3.0
CCCc1cc(N2CCOCC2)n2nc(C)c(-c3ccccc3)c2n1,1,16,-6%,-2%,2%,5,0%,6%,-2.5
COc1ccc2sc(-c3ccc(N(C)C)cc3)c(C#CC(C)(C)O)c2c1,20,23,-7%,-6%,99%[activator],36,25%,1%,0.4
CCCN(CCC)Cc1c(C(=O)N/N=C/c2ccc(C)o2)nnn1-c1nonc1N,3,11,-1%,-1%,4%,-4,7%,-7%,-5.3
Oc1ccc(/C=N/Nc2nc(-c3ccc(Cl)cc3)cc(C(F)(F)F)n2)cc1,7,66,-25%,0%,13%,-19,-17%,?,-4.3
CN(c1ccccc1)S(=O)(=O)c1cccc(C(=O)NCc2ccccc2CN2CCCC2)c1,-8,?,-9%,-4%,-29%,-4,17%,?,0.5
Cn1ncc([N+](=O)[O-])c1C(=O)N/N=C/c1cccc([N+](=O)[O-])c1,0,4,-5%,-1%,7%,1,13%,51%[activator],-0.8
CN(Cc1ccccc1)C(=O)c1cccc(NC(=O)Cc2ccc(NC(=O)C3CCN(C(=O)C4CCC4)CC3)cc2)c1,13,24,-2%,-3%,-6%,-6,1%,-20%,-0.4
COc1cccc(CN2CC(C(=O)NCCCn3ccnc3C)CCC2=O)c1 (configuration not stated),-2,1,-1%,1%,-6%,5,-4%,20%,-0.6

# Entries from the list above that have a nitro group on carbon (five):
SMILES,DRD3 agonist,DRD3 antagonist,WRN helicase inh,PLK1 PBD block,HEK293 tox,PI5P4Ka inh,GLP-1R agonist,GLP-1R inv ag,IL2 activator
O=C(c1ccccc1Sc1c(Cl)cccc1[N+](=O)[O-])N1CCOCC1,-1,-6,9%,-16%,17%,-10,4%,10%,1.1
O=C(O)c1ccccc1/C=N/Nc1ccc(S(=O)(=O)N2CCOCC2)cc1[N+](=O)[O-],0,?,-20%,-11%,-20%,-6,-1%,12%,0.4
Cc1[nH]cnc1C(=O)N/N=C/c1ccc([N+](=O)[O-])s1,30,-16,2%,-12%,?,-21,13%,-19%,0.4
CCn1c(C)cc(C(=O)COC(=O)c2ccccc2[N+](=O)[O-])c1C,1,0,3%,3%,-25%,-12,-62%[inhibitor],-75%,-4.4
Cn1ncc([N+](=O)[O-])c1C(=O)N/N=C/c1cccc([N+](=O)[O-])c1,0,4,-5%,-1%,7%,1,13%,51%[activator],-0.8

# High-throughput results as filed in PubChem BioAssay.
